OX1R antagonist – antagonists of human orexin 1 receptor | O43613 | CHO/OX1R cells, Fluo-8 calcium fluorescence, orexin A | inhibition, % at 5 µM | 330,000 compounds, 0.43% hits | AID 434989;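 active = inhibition above its plate's threshold, mean inhibition of all tested compounds on the plate plus 3 SD, cut at about 37% in these data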;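 also: 0% = orexin A challenge wells and 100% = SB-334867-A antagonist wells; not every result past the cut was called active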
Target sequence (O43613 whole entry, looked up): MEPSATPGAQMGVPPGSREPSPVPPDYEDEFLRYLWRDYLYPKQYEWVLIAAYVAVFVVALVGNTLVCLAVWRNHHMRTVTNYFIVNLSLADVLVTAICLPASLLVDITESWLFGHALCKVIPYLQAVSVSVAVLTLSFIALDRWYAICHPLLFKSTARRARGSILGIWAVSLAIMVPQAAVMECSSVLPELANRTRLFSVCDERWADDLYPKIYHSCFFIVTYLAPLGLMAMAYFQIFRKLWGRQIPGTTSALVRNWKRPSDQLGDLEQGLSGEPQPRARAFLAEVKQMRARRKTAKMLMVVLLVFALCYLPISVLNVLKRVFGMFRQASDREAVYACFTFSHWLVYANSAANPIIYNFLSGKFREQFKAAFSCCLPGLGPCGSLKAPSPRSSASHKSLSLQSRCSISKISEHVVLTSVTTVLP
CHT allo act – allosteric activators of human choline transporter CHT | Q9GZV3 | CHT-expressing cells, membrane potential dye, choline EC20; active compounds read high; LV-AA mutant CHT in HEK293 cells | B-score at 10 µM | 310,000 compounds, 0.49% hits | AID 488977;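 active = initial fluorescence not abnormally high and integrated response B-score, plate-corrected, over 3 SD above library mean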
Target sequence (Q9GZV3 whole entry, looked up): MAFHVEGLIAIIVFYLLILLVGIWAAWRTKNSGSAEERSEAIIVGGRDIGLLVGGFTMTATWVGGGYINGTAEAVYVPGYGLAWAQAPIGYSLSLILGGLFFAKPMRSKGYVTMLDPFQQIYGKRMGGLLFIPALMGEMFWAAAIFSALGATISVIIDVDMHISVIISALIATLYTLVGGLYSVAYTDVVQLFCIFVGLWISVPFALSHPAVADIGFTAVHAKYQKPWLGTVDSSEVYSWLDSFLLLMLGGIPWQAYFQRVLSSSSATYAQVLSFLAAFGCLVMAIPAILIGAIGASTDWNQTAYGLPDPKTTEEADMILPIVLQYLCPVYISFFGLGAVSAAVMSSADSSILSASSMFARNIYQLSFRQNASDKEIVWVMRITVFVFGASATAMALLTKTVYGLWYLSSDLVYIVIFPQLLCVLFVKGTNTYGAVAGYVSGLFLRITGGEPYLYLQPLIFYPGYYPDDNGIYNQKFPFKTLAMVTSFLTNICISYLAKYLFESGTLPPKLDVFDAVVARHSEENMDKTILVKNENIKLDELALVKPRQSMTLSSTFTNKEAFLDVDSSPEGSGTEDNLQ
* marks the source's active call; other numbers are inactive results. Compounds were not picked by outcome; 0.8% or so of the library scored in one or more.

What do the screens show for `CCOc1cc2[nH]c(=O)n(Cc3ccccc3)c(=O)c2cc1OCC`?
OX1R antagonist: -8.3; CHT allo act: inactive

Results for CCCCN(CC)CCCNC(=O)c1cc2cc3ccc(OC)cc3nc2o1 ?
OX1R antagonist: -20.2; CHT allo act: inactive

How did CCNC(=S)N/N=C/c1ccc(OCc2ccc(C(=O)OC)cc2)cc1 do in these assays?
OX1R antagonist: 4.4; CHT allo act: inactive

How did O=C1NCCN(Cc2cccc(Oc3ccccc3)c2)C1CC(=O)N1CCCCO1 (stereo unspecified) do in these assays?
OX1R antagonist: -17.4; CHT allo act: inactive

What do the screens show for `O=C(Nc1cccc(Cl)c1)Nc1nnc(-c2ccncc2)s1`?
OX1R antagonist: 24.2; CHT allo act: inactive

Results for Cc1ccc(S(=O)(=O)N2CCN(C(=O)c3cc4c(s3)CCCC4)CC2)c(C)c1 ?
OX1R antagonist: -30.1

How did O=C(/C=C/Nc1cccc([N+](=O)[O-])c1)c1ccco1 do in these assays?
OX1R antagonist: -17.1; CHT allo act: inactive

Results for COc1ccc2[nH]c3c(c2c1)CCN1C(=O)N([C@@H](C)C(=O)NCC2CCCO2)C(=O)[C@]31C (stereo partly specified) ?
OX1R antagonist: -12.8; CHT allo act: inactive

What do the screens show for `Cc1cc(C)n2c3c(c(C#N)c2n1)CCCC3`?
OX1R antagonist: -5.7; CHT allo act: inactive

What do the screens show for `COc1ccc(C(=O)COC(=O)C(CCSC)NC(=O)COc2ccccc2)c(OC)c1` (stereo unspecified)?
OX1R antagonist: 1.9; CHT allo act: inactive

What do the screens show for `NC(=O)C1CCN(C(=O)CCSc2ccccc2)CC1`?
OX1R antagonist: -11.5; CHT allo act: inactive

Results for CCOC(=O)c1csc(NC(=O)CSc2nnc(C3CC3)n2C)n1 ?
OX1R antagonist: -22.0; CHT allo act: inactive

Next part, starting with the last 4 of the part before.
What do the screens show for `Cc1cc(C)n2c3c(c(C#N)c2n1)CCCC3`?
OX1R antagonist: -5.7; CHT allo act: inactive

What do the screens show for `COc1ccc(C(=O)COC(=O)C(CCSC)NC(=O)COc2ccccc2)c(OC)c1` (stereo unspecified)?
OX1R antagonist: 1.9; CHT allo act: inactive

What do the screens show for `NC(=O)C1CCN(C(=O)CCSc2ccccc2)CC1`?
OX1R antagonist: -11.5; CHT allo act: inactive

Results for CCOC(=O)c1csc(NC(=O)CSc2nnc(C3CC3)n2C)n1 ?
OX1R antagonist: -22.0; CHT allo act: inactive

Results for O=C(CN1CCCc2ccccc21)NC(=O)NCc1ccco1 ?
OX1R antagonist: -23.3; CHT allo act: inactive

Results for CSCCC(NC(N)=O)C(=O)Nc1cccc(C#N)c1 (stereo unspecified) ?
OX1R antagonist: -6.3; CHT allo act: inactive

What do the screens show for `COc1ccc(N(C(=O)c2cccnc2)S(=O)(=O)c2ccc3c(c2)n(C)c(=O)n3C)cc1`?
OX1R antagonist: -21.9; CHT allo act: inactive

What do the screens show for `Cn1c(=O)cc(OCC(=O)N2CCCc3ccccc32)c2ccccc21`?
OX1R antagonist: -21.0; CHT allo act: inactive

Results for CCC(C)NC(=O)Cn1cnc2sc(C)c(S(=O)(=O)N3CCN(c4ncccn4)CC3)c2c1=O (stereo unspecified) ?
OX1R antagonist: -8.2; CHT allo act: inactive

Results for O=C(NC1CCCC1)c1cc(-c2ccccc2)on1 ?
OX1R antagonist: -12.7; CHT allo act: inactive

Results for COc1ccc([N+](=O)[O-])cc1NC(=O)Cc1ccccc1Cl ?
OX1R antagonist: -12.7; CHT allo act: inactive

What do the screens show for `CC(OC(=O)CCc1cc(C(C)(C)C)c(O)c(C(C)(C)C)c1)C(=O)NC1CC1` (stereo unspecified)?
OX1R antagonist: -18.1; CHT allo act: inactive

Results for O=C(CC12CC3CC(CC(C3)C1)C2)NC(=S)NCc1ccccc1 ?
OX1R antagonist: -13.1; CHT allo act: inactive

How did COc1cc(OC)cc(C(=O)Nc2cccnc2)c1 do in these assays?
OX1R antagonist: -9.2; CHT allo act: inactive

What do the screens show for `Cc1ccc(C)c(OCC(=O)N/N=C/c2c(C)nn(-c3ccccc3)c2Cl)c1`?
OX1R antagonist: 34.4; CHT allo act: inactive

What do the screens show for `CCOc1ccccc1Oc1c(C)oc2cc(OC(=O)N3CCOCC3)ccc2c1=O`?
OX1R antagonist: -9.2; CHT allo act: inactive

A draw from above in order of count of non-hydrogen atoms, lowest first:
Results for O=C(NC1CCCC1)c1cc(-c2ccccc2)on1 ?
OX1R antagonist: -12.7; CHT allo act: inactive

Results for O=C(CC12CC3CC(CC(C3)C1)C2)NC(=S)NCc1ccccc1 ?
OX1R antagonist: -13.1; CHT allo act: inactive

What do the screens show for `Cn1c(=O)cc(OCC(=O)N2CCCc3ccccc32)c2ccccc21`?
OX1R antagonist: -21.0; CHT allo act: inactive

Results for CCC(C)NC(=O)Cn1cnc2sc(C)c(S(=O)(=O)N3CCN(c4ncccn4)CC3)c2c1=O (stereo unspecified) ?
OX1R antagonist: -8.2; CHT allo act: inactive

Next part
Results for CC1Cc2ccccc2N1C(=S)NC(=O)c1cccc(Br)c1 (stereo unspecified) ?
OX1R antagonist: -21.1; CHT allo act: inactive

How did O=C(O)CC1=C(O)C(=O)N(c2ccccc2)C1c1ccc(Br)cc1 (stereo unspecified) do in these assays?
OX1R antagonist: -25.2; CHT allo act: inactive

What do the screens show for `CC(C)(C)c1nc2scc(-c3ccc(Br)cc3)c2c(=O)o1`?
OX1R antagonist: 0.5; CHT allo act: inactive

What do the screens show for `COc1ccccc1C(=O)NNC(=O)C(=O)NCc1ccccc1`?
OX1R antagonist: 0.9; CHT allo act: inactive

What do the screens show for `CC1CCN(c2ccc(S(=O)(=O)Nc3cc(C(=O)O)cc(C(=O)O)c3)cc2[N+](=O)[O-])CC1`?
OX1R antagonist: -7.0; CHT allo act: inactive

Results for COc1ccccc1CC(=O)NNC(=O)c1ccco1 ?
OX1R antagonist: -7.0; CHT allo act: inactive

Results for CCS(=O)(=O)N1Cc2ccccc2CC1C(=O)Nc1ccc(NC(C)=O)cc1 (stereo unspecified) ?
OX1R antagonist: -0.6; CHT allo act: inactive

How did Cc1c(C(=O)NCc2ccccn2)oc2c(Cl)cccc12 do in these assays?
OX1R antagonist: -6.9

How did COc1ccc(NC(=O)C2CCCN(S(=O)(=O)c3c(C)n[nH]c3C)C2)cc1OC (stereo unspecified) do in these assays?
OX1R antagonist: 6.5; CHT allo act: inactive

Results for O=C(NCc1cccnc1)C1CCCCN1S(=O)(=O)c1ccc(F)cc1 (stereo unspecified) ?
OX1R antagonist: -11.2; CHT allo act: inactive

How did CCc1ccc(Nc2nc(C)cc(C)n2)cc1 do in these assays?
OX1R antagonist: -7.9; CHT allo act: inactive

What do the screens show for `O=C(C1CCCN(S(=O)(=O)c2cccc3nonc23)C1)N1CCN(c2ccccc2)CC1` (stereo unspecified)?
OX1R antagonist: 12.5; CHT allo act: inactive

What do the screens show for `O=C(/C=C/c1ccccc1Cl)NCCN1CCOCC1`?
OX1R antagonist: -3.9; CHT allo act: inactive

What do the screens show for `CCN(CC(=O)Nc1ccc(S(=O)(=O)N2CCCC2)cc1)CC(=O)Nc1cccc(OC)c1`?
OX1R antagonist: -3.6; CHT allo act: inactive

How did CCOC(=O)C(=CNc1ccc(NC2=NCC(C)S2)cc1)C(=O)OCC (stereo unspecified) do in these assays?
OX1R antagonist: -19.7; CHT allo act: inactive

Results for O=C(Cc1ccc([N+](=O)[O-])cc1)NCC1CCCO1 (stereo unspecified) ?
OX1R antagonist: -1.6; CHT allo act: inactive

How did Cc1cc(C)c(S(=O)(=O)N(C)CC(=O)NCc2ccncc2)c(C)c1 do in these assays?
OX1R antagonist: -30.5; CHT allo act: inactive

What do the screens show for `O=[N+]([O-])c1ccc(N2CCN(CC(O)COc3ccccc3)CC2)cc1` (stereo unspecified)?
OX1R antagonist: -12.8; CHT allo act: inactive

Results for COc1ccc(C(C)NC(=O)c2ccccc2Br)cc1OC (stereo unspecified) ?
OX1R antagonist: -20.6; CHT allo act: inactive

How did O=[N+]([O-])c1cccc(CSc2ncnc3ccccc23)c1 do in these assays?
OX1R antagonist: -33.2; CHT allo act: inactive

What do the screens show for `N#Cc1ccc(NC(=O)c2cc(-c3cccs3)on2)cc1`?
OX1R antagonist: -7.8; CHT allo act: inactive

What do the screens show for `COc1ccc(C(C)=O)cc1COC(=O)CCC(=O)c1cccs1`?
OX1R antagonist: -0.3

What do the screens show for `CCOc1ccc2[nH]c(=O)c(=O)[nH]c2c1`?
OX1R antagonist: -13.1; CHT allo act: inactive

Results for CC(C)=CCC/C(C)=C/CNC(=O)C[C@H]1C[C@H](C(=O)N(C(C)C)C(C)C)[C@@]2(C)c3[nH]c4ccc(Cl)cc4c3CCN2C1=O ?
OX1R antagonist: -22.6

What do the screens show for `CC(C)c1ccc(NC(=O)CCS(=O)(=O)c2cccc3nonc23)cc1`?
OX1R antagonist: -15.2; CHT allo act: inactive

How did CCCCCCCC[n+]1c(C)n(-c2ccccc2)c2ccc(NC(C)=O)cc21 do in these assays?
OX1R antagonist: 0.6; CHT allo act: 10.1*

How did O=C1[C@H]2[C@@H](c3ccc(Cl)cc3)N3C(=O)N(c4cccc(F)c4)C(=O)[C@@]3(Cc3ccc(Cl)cc3)[C@H]2C(=O)N1C1CCCCC1 do in these assays?
OX1R antagonist: -32.3; CHT allo act: inactive

How did O=C(CSc1nnc(COc2cccc3cccnc23)o1)c1ccc(F)cc1 do in these assays?
OX1R antagonist: -26.3; CHT allo act: inactive

What do the screens show for `CS(=O)(=O)N(CC(=O)Nc1cccnc1)c1ccc2c(c1)OCO2`?
OX1R antagonist: 3.7; CHT allo act: inactive

How did CNC(=O)C1CN(C(=O)c2cccc(S(=O)(=O)N3c4ccccc4CC3C)c2)c2ccccc2O1 (stereo unspecified) do in these assays?
OX1R antagonist: 36.4

Results for COC(=O)c1ccccc1NC(=O)c1ccccc1OC ?
OX1R antagonist: -21.2; CHT allo act: inactive

What do the screens show for `CSCCC(NS(=O)(=O)c1ccc(C)cc1)C(=O)N1CCN(S(=O)(=O)c2ccc(F)cc2)CC1` (stereo unspecified)?
OX1R antagonist: -29.5; CHT allo act: inactive

Results for CCc1ccc(NC(=O)CSCCO)cc1 ?
OX1R antagonist: -7.7; CHT allo act: inactive

What do the screens show for `COc1ccc(C)cc1Nc1nc(-c2c[nH]c3ccccc23)cs1`?
OX1R antagonist: -4.4; CHT allo act: inactive

Results for COc1ccc(C(=O)/C=C(\C)Nc2ccc(NC(C)=O)cc2)cc1 ?
OX1R antagonist: -33.7; CHT allo act: inactive

Results for O=C(O)CCCNC(=O)c1ccccn1 ?
OX1R antagonist: 0.8; CHT allo act: inactive

How did Cc1ccc(-c2[nH]c(=O)n3ccncc23)s1 do in these assays?
OX1R antagonist: -8.2; CHT allo act: inactive

How did COc1cc2[nH]c(=O)n(Cc3ccc(C(=O)NCCCN4CCN(C)CC4)cc3)c(=O)c2cc1OC do in these assays?
OX1R antagonist: 7.4; CHT allo act: inactive

What do the screens show for `CCOC(=O)C1C(=O)CC(C)(O)C(C(=O)OCC)C1c1cccc(OC)c1` (stereo unspecified)?
OX1R antagonist: -11.6; CHT allo act: inactive

Results for O=S(=O)(c1ccc(Cl)nc1)N(Cc1ccccc1)Cc1ccccc1 ?
OX1R antagonist: -35.4; CHT allo act: inactive

Results for Cc1ccc(S(=O)(=O)N2CCN(C(=O)Cc3ccccc3)CC2)cc1C ?
OX1R antagonist: -14.9

Results for CCOC(=O)Cc1csc(NC(=O)c2cccc([N+](=O)[O-])c2)n1 ?
OX1R antagonist: -22.1; CHT allo act: inactive

Results for Cc1cc(F)ccc1NCc1ccccc1[N+](=O)[O-] ?
OX1R antagonist: -8.9; CHT allo act: inactive

How did O=C(CSc1nnc(NC(=O)c2c(F)cccc2F)s1)NC1CCCC1 do in these assays?
OX1R antagonist: -11.4; CHT allo act: inactive

What do the screens show for `COc1ccc(S(=O)(=O)NCC2CCC(C(=O)O)CC2)cc1` (stereo unspecified)?
OX1R antagonist: 4.1; CHT allo act: inactive

How did CCOC(=O)c1sc(NC(=O)CCCCl)nc1C do in these assays?
OX1R antagonist: -6.9; CHT allo act: inactive

How did O=C(Nc1cccnc1)c1ccc(NS(=O)(=O)c2cccc([N+](=O)[O-])c2)cc1 do in these assays?
OX1R antagonist: -1.8; CHT allo act: inactive

Results for Cc1cc(C(F)(F)F)n(-c2nc(C(=O)Nc3cccnc3)cs2)n1 ?
OX1R antagonist: -22.6; CHT allo act: inactive

Results for Cc1cc(=O)n2[nH]cnc2n1 ?
OX1R antagonist: 3.1; CHT allo act: inactive

How did CCC1=C2CC[C@H]3C(=O)N(C)C(=O)[C@H]3[C@H]2[C@@]2(Cc3ccccc3)C(=NCCOC)OC(=O)N2C1=O do in these assays?
OX1R antagonist: -14.6; CHT allo act: inactive

How did CCN1CCN(P2(=O)C=C(c3ccccc3)OC(c3ccccc3)=C2)CC1 do in these assays?
OX1R antagonist: -10.7; CHT allo act: inactive

How did CCCCN(C)C1CCN(C(=S)Nc2cccc(SC)c2)CC1 do in these assays?
OX1R antagonist: -1.7; CHT allo act: inactive

What do the screens show for `CCc1ccccc1NC(=O)CCN1C(=O)C2C3CCC(C3)C2C1=O` (stereo unspecified)?
OX1R antagonist: -6.5; CHT allo act: inactive

What do the screens show for `O=C(CN1C(=O)C2CC=C(Cl)CC2C1=O)Nc1ccc(C(=O)O)cc1` (stereo unspecified)?
OX1R antagonist: -14.9; CHT allo act: inactive

How did COC(=O)/C(C#N)=C/N(C)C do in these assays?
OX1R antagonist: -4.4; CHT allo act: inactive

Results for O=C(NCCCN1CCC(Cc2ccccc2)CC1)C1CCC(=O)N1C1CCCC1 (stereo unspecified) ?
OX1R antagonist: -13.0; CHT allo act: inactive

What do the screens show for `Cn1nnnc1NCc1ccc(Cl)cc1`?
OX1R antagonist: -7.7; CHT allo act: inactive

What do the screens show for `COc1ccccc1OCCSc1nc2ccccc2c(=O)[nH]1`?
OX1R antagonist: -0.8; CHT allo act: inactive

What do the screens show for `CO/N=C(/CS(=O)Cc1ccc(Cl)cc1)c1ccc(Cl)cc1` (stereo unspecified)?
OX1R antagonist: -27.9; CHT allo act: inactive
